GRIN3A LBD mod – binders of NR3A ligand-binding domain, primary screen, biophysical, differential scanning fluorimetry, uHTS; Glutamate receptor ionotropic, NMDA 3A (GRIN3A) ligand-binding domain; NR3A LBD differential scanning fluorimetry, Tm shift; 0% = protein alone, 100% = glycine-bound protein; Tm shift relative to glycine control, % at 25 µM; 2.5% of 340,000 active; AID 1259313, 2017;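 active means melting temperature shift of at least 10% of the positive control shift, at one fixed dose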
SENP6 inh – SENP6 protease inhibitors, primary screen, biochemical, luminescence, uHTS | Sentrin-specific protease 6 (Homo sapiens), Q9GZR1 | Recombinant SENP6 catalytic domain, aminoluciferin luminescence | inhibition, % at 10 µM | 1.8% of 330,000 active;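 active means inhibition above about 50% at the single tested dose, limit read from the data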;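 further: plate controls were DMSO wells with enzyme for no effect and DMSO wells lacking enzyme for full effect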
MPTP block – mitochondrial permeability transition pore inhibitors, primary screen, biochemical, isolated mouse mitochondria, absorbance; AID 602449, 2012; Ca2+ swelling absorbance, 30 min; inhibition, % at 10 µM; 1.4% of 360,000 active;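 active means inhibition of 50% or more, scaled per plate between neutral and stimulator controls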;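 further: 0% = DMSO wells given calcium and 100% = 1 mM EGTA wells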
SENP7 inh – SENP7 protease inhibitors, primary screen, biochemical, luminescence, uHTS; 1.5% of 330,000 active; inhibition, % at 5 µM; recombinant SENP7, Z-RLRGG-aminoluciferin luminescence, 40 min; Sentrin-specific protease 7 (Homo sapiens), Q9BQF6; AID 434973, 2010;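 active means inhibition above about 50% at the single test dose, limit read from the data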;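 further: plate controls were DMSO with enzyme for no effect and no enzyme buffer wells for full effect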
ATG4B inhibitor – ATG4B protease inhibitors, primary screen, biochemical, fluorescence, uHTS | AID 504462, 2011 | inhibition, % at 8.33 µM | Cysteine protease ATG4B (Homo sapiens), Q9Y4P1 | ATG4B cleavage of LC3-PLA2, NBD-HPC fluorescence, 1 h | 0.51% of 340,000 active; in the data active means inhibition above about 40%
HKDC1 inhibitor – HKDC1 hexokinase inhibitors, primary screen, biochemical, fluorescence, uHTS | 0.16% of 340,000 active | AID 493160, 2011 | recombinant HKDC1, G6PDH/diaphorase resazurin coupled fluorescence | inhibition, % at 20 µM | Q2TB90;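 active means inhibition above about 35% when tested at 20 µM, limit read from the data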;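 further: plate controls were DMSO wells with enzyme for no effect and DMSO wells lacking enzyme for full effect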
Target sequence (Q2TB90 whole entry, looked up): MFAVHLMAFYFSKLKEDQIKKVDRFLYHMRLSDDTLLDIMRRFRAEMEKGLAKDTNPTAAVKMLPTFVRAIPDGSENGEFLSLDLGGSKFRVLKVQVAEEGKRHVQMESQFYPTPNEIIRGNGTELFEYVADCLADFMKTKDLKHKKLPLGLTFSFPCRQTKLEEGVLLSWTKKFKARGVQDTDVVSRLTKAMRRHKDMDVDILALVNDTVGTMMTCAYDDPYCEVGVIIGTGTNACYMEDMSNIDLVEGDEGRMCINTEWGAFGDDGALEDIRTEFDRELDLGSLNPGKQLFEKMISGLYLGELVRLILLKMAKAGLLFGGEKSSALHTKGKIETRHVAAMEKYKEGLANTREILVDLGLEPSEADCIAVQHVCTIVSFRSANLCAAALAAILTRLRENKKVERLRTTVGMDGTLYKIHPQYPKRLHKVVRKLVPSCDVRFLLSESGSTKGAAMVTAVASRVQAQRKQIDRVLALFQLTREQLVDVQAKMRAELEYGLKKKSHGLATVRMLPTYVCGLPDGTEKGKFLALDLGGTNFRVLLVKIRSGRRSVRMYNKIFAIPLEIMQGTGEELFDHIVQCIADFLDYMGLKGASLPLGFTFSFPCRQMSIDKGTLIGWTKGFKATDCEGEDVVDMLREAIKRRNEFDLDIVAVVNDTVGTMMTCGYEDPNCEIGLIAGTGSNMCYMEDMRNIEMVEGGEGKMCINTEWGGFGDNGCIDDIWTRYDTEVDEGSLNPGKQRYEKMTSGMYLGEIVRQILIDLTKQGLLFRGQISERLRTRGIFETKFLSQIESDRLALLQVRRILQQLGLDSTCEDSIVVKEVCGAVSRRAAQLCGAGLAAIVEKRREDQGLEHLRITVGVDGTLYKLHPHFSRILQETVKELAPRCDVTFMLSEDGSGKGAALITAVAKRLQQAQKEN
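Test system: recombinant HKDC1 (HK5) hexokinase enzyme, produced in-house; Amount: enzyme 5 µg/mL final; Buffer or medium: Tris pH 8.0 buffer with MgCl2, Tween-20, BSA, BME; Reagent: glucose and ATP substrates; Doses: 20 µM test compound, 1% DMSO; Incubation: 90 min reaction incubation at room temperature, dark; Detection: resorufin fluorescence at 613 nm.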
PfGluPho inh – PfG6PD enzyme inhibitors, primary screen, biochemical, fluorescence intensity, uHTS; PfGluPho enzyme, NADPH resazurin-diaphorase fluorescence; inhibition, % at 20 µM; 0.78% of 350,000 active; AID 504690, 2011;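 active means inhibition reaching at least a set limit at 20 µM in the primary screen, cut at about 59% in these data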;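 further: 0% = DMSO wells with substrate and 100% = DMSO wells lacking glucose-6-phosphate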
SENP8 inh – human SENP8 protease inhibitors, primary screen, biochemical, fluorescence, Nedd8 protein substrate, uHTS | Sentrin-specific protease 8 (Homo sapiens), Q96LD8 | recombinant SENP8 | inhibition, % at 20 µM | 0.64% of 360,000 active | AID 602440, 2012; in the data active means inhibition mostly above about 40%, no sharp cut-off; inactive means mostly below about 27%
An asterisk follows results filed as active.

Screening O=C(NCCc1ccc(Cl)cc1)C12CC3CC(CC(O)(C3)C1)C2 returned GRIN3A LBD mod 1, SENP6 inh -16, MPTP block 0.4, SENP7 inh 4, ATG4B inhibitor -3, HKDC1 inhibitor -5, PfGluPho inh 5 and SENP8 inh 1.
Screening CC(=O)c1ccc(NC(=O)CN(c2c(C)cccc2C)S(C)(=O)=O)cc1 returned GRIN3A LBD mod 2, SENP6 inh -11, MPTP block 3.9, SENP7 inh -6, ATG4B inhibitor -8, HKDC1 inhibitor -5, PfGluPho inh 9 and SENP8 inh 2.
For Cc1ccoc1C(=O)NCCCNC(=O)c1occc1C the results were GRIN3A LBD mod -1, SENP6 inh -4, MPTP block 0.9, SENP7 inh -1, ATG4B inhibitor -8, HKDC1 inhibitor 11, PfGluPho inh 33 and SENP8 inh 62*.
CCOc1ccc(N(CC(=O)Nc2ccc(OC)cc2)S(C)(=O)=O)cc1 was read as GRIN3A LBD mod 2, SENP6 inh -9, MPTP block -4.1, SENP7 inh -1, ATG4B inhibitor -7, HKDC1 inhibitor -4, PfGluPho inh 9 and SENP8 inh 13.
CC[N+](CC)(CCCCS(=O)(=O)[O-])CCNP1(=O)C=C(c2ccccc2)OC(c2ccccc2)=C1 was read as GRIN3A LBD mod -2, SENP6 inh -8, MPTP block -1.4, SENP7 inh -7, ATG4B inhibitor 3, HKDC1 inhibitor -4, PfGluPho inh -10 and SENP8 inh -2.
Screening CC12CCC(C(=O)NNc3ccc([N+](=O)[O-])cc3)(OC1=O)C2(C)C (stereo unspecified) returned GRIN3A LBD mod -4, SENP6 inh 3, MPTP block 4.2, SENP7 inh 0, ATG4B inhibitor -7, HKDC1 inhibitor -2, PfGluPho inh 6 and SENP8 inh 9.
CCc1ccc(CNC(=O)CCC(=O)n2ncc3cc(C)ccc32)cc1 was read as GRIN3A LBD mod 0, SENP6 inh 0, MPTP block 1.0, SENP7 inh 12, ATG4B inhibitor -11, HKDC1 inhibitor -6, PfGluPho inh -4 and SENP8 inh 5.
Cc1sc(NC(=O)C2CC(Cl)=CCC2C(=O)O)c(C#N)c1C (stereo unspecified) was read as GRIN3A LBD mod 0, SENP6 inh -5, MPTP block -1.3, SENP7 inh 1, ATG4B inhibitor 2, HKDC1 inhibitor -6, PfGluPho inh -30 and SENP8 inh 7.
Screening COc1ccc(OC)c(S(=O)(=O)N(C)CC(=O)N2CCN(c3cccc(Cl)c3)CC2)c1 returned GRIN3A LBD mod 1, SENP6 inh -4, MPTP block -4.4, SENP7 inh 2, ATG4B inhibitor -9, HKDC1 inhibitor -3, PfGluPho inh 7 and SENP8 inh 26.
Screening C#CCOC(=O)c1csc2nnsc12 returned GRIN3A LBD mod 0, SENP6 inh -10, MPTP block 0.1, SENP7 inh -4, ATG4B inhibitor -5, HKDC1 inhibitor -3, PfGluPho inh -7 and SENP8 inh 16.

Nothing new here: an excerpt of the list.
CC[N+](CC)(CCCCS(=O)(=O)[O-])CCNP1(=O)C=C(c2ccccc2)OC(c2ccccc2)=C1 was read as GRIN3A LBD mod -2, SENP6 inh -8, MPTP block -1.4, SENP7 inh -7, ATG4B inhibitor 3, HKDC1 inhibitor -4, PfGluPho inh -10 and SENP8 inh -2.
Screening CC12CCC(C(=O)NNc3ccc([N+](=O)[O-])cc3)(OC1=O)C2(C)C (stereo unspecified) returned GRIN3A LBD mod -4, SENP6 inh 3, MPTP block 4.2, SENP7 inh 0, ATG4B inhibitor -7, HKDC1 inhibitor -2, PfGluPho inh 6 and SENP8 inh 9.
CCc1ccc(CNC(=O)CCC(=O)n2ncc3cc(C)ccc32)cc1 was read as GRIN3A LBD mod 0, SENP6 inh 0, MPTP block 1.0, SENP7 inh 12, ATG4B inhibitor -11, HKDC1 inhibitor -6, PfGluPho inh -4 and SENP8 inh 5.
Cc1sc(NC(=O)C2CC(Cl)=CCC2C(=O)O)c(C#N)c1C (stereo unspecified) was read as GRIN3A LBD mod 0, SENP6 inh -5, MPTP block -1.3, SENP7 inh 1, ATG4B inhibitor 2, HKDC1 inhibitor -6, PfGluPho inh -30 and SENP8 inh 7.
Screening COc1ccc(OC)c(S(=O)(=O)N(C)CC(=O)N2CCN(c3cccc(Cl)c3)CC2)c1 returned GRIN3A LBD mod 1, SENP6 inh -4, MPTP block -4.4, SENP7 inh 2, ATG4B inhibitor -9, HKDC1 inhibitor -3, PfGluPho inh 7 and SENP8 inh 26.
Screening C#CCOC(=O)c1csc2nnsc12 returned GRIN3A LBD mod 0, SENP6 inh -10, MPTP block 0.1, SENP7 inh -4, ATG4B inhibitor -5, HKDC1 inhibitor -3, PfGluPho inh -7 and SENP8 inh 16.

Continuation.
`NC1=NC(=O)C2(COC(c3cccc([N+](=O)[O-])c3)OC2)S1` (stereo unspecified) gave GRIN3A LBD mod -4, SENP6 inh 0, MPTP block -0.2, SENP7 inh 0, ATG4B inhibitor -1, HKDC1 inhibitor -10, PfGluPho inh -13 and SENP8 inh 4.
CCC(=O)N1CCCc2cc(S(=O)(=O)NCc3cccs3)ccc21 was read as GRIN3A LBD mod 1, SENP6 inh -4, MPTP block 0.3, SENP7 inh -1, ATG4B inhibitor -11, HKDC1 inhibitor -9, PfGluPho inh 14 and SENP8 inh 3.
Screening Cn1c(Cc2cccs2)nnc1SCC(=O)N1CCCc2ccccc21 returned GRIN3A LBD mod 2, SENP6 inh -24, MPTP block 0.8, SENP7 inh -11, ATG4B inhibitor -10, HKDC1 inhibitor -1, PfGluPho inh 3 and SENP8 inh 7.
O=C(NN1CC(C(=O)OCc2ccc(Cl)cc2Cl)CC1=O)c1ccccc1 (stereo unspecified) was read as GRIN3A LBD mod 2, SENP6 inh -5, MPTP block -0.1, SENP7 inh 5, ATG4B inhibitor 3, HKDC1 inhibitor 6, PfGluPho inh -15 and SENP8 inh 7.
COc1ccccc1-n1c(SCC(=O)Nc2ccc(Br)cc2)nc(O)cc1=O was read as GRIN3A LBD mod -1, SENP6 inh 1, MPTP block 3.4, SENP7 inh -2, ATG4B inhibitor -4, HKDC1 inhibitor -2, PfGluPho inh -3 and SENP8 inh 20.
Screening CCC(=O)NC(=S)NNC(=O)c1ccc(NC(=O)c2ccccc2)cc1 returned GRIN3A LBD mod -5, SENP6 inh -3, MPTP block -0.8, SENP7 inh 3, ATG4B inhibitor -3, HKDC1 inhibitor -9, PfGluPho inh 0 and SENP8 inh 2.
`COc1ccc(CCNC(=O)c2cc(S(=O)(=O)N(C)c3ccccc3)ccc2Cl)cc1` gave GRIN3A LBD mod -3, SENP6 inh 5, MPTP block 0.0, SENP7 inh -5, ATG4B inhibitor 6, HKDC1 inhibitor 5, PfGluPho inh -12 and SENP8 inh 14.
`NCCc1nnc(SCC(N)=O)o1` gave GRIN3A LBD mod 3, SENP6 inh 2, MPTP block 1.4, SENP7 inh 4, ATG4B inhibitor -3, HKDC1 inhibitor -13, PfGluPho inh -9 and SENP8 inh 16.
O=C(O)C1CC(=O)N(CCc2ccccc2)C1 (stereo unspecified) was read as GRIN3A LBD mod 1, SENP6 inh 10, MPTP block -4.0, SENP7 inh 16, ATG4B inhibitor 8, HKDC1 inhibitor -8, PfGluPho inh -11 and SENP8 inh 20.
`C=CCOC(=O)C1=C[C@@H](c2csc3ccccc23)C[C@@H](OCCCCO)O1` gave GRIN3A LBD mod -1, SENP6 inh -2, MPTP block -1.7, SENP7 inh 3, ATG4B inhibitor -9, HKDC1 inhibitor 2, PfGluPho inh 25 and SENP8 inh -14.
`CC1CCN(S(=O)(=O)c2ccc3c(c2)oc(=O)n3CC(=O)NCc2ccc3c(c2)OCO3)CC1` gave GRIN3A LBD mod -1, SENP6 inh -3, MPTP block 4.7, SENP7 inh -12, ATG4B inhibitor -7, HKDC1 inhibitor -4, PfGluPho inh -9 and SENP8 inh 17.
For O=[N+]([O-])c1cccc2c(S(=O)(=O)N3CCCCC3)cccc12 the results were GRIN3A LBD mod 1, SENP6 inh -23, MPTP block 1.1, SENP7 inh 6, ATG4B inhibitor -9, HKDC1 inhibitor -1, PfGluPho inh 1 and SENP8 inh 4.
CCn1c(SCC(=O)c2ccc(F)cc2)nnc1-c1ccoc1C was read as GRIN3A LBD mod 1, SENP6 inh -8, MPTP block -3.1, SENP7 inh 5, ATG4B inhibitor -7, HKDC1 inhibitor 3, PfGluPho inh 14 and SENP8 inh 7.
CCN(CC)S(=O)(=O)c1ccc(C2=NOC3(C2)N(C)c2ccccc2C3(C)C)cc1 (stereo unspecified) was read as GRIN3A LBD mod -2, SENP6 inh -20, MPTP block 9.5, SENP7 inh 4, ATG4B inhibitor -1, HKDC1 inhibitor -1, PfGluPho inh 15 and SENP8 inh 13.
For COc1ccc(-c2csc3ncn(-c4cccc(C)c4)c(=O)c23)cc1OC the results were GRIN3A LBD mod -2, SENP6 inh 2, MPTP block 11, SENP7 inh -7, ATG4B inhibitor 5, HKDC1 inhibitor 3, PfGluPho inh -21 and SENP8 inh -18.
`Cc1nc(SCc2nc3c(C)cccc3[nH]2)c2oc3ccccc3c2n1` gave GRIN3A LBD mod -5, SENP6 inh -14, MPTP block 4.0, SENP7 inh -8, ATG4B inhibitor 1, HKDC1 inhibitor 4, PfGluPho inh 3 and SENP8 inh -3.
Screening COC(=O)C(=N/Nc1ccccc1C(=O)OC)/C(C)=N/O returned GRIN3A LBD mod 1, SENP6 inh -13, MPTP block 0.3, SENP7 inh 0, ATG4B inhibitor -1, HKDC1 inhibitor 10, PfGluPho inh 8 and SENP8 inh 7.
For Cc1[nH][nH]c(=O)c1C(c1ccc(-c2ccc(Cl)cc2)o1)c1c(C)[nH][nH]c1=O the results were GRIN3A LBD mod 1, SENP6 inh 53*, MPTP block 2.5, SENP7 inh 17, ATG4B inhibitor 2, HKDC1 inhibitor 1, PfGluPho inh 34 and SENP8 inh 64*.
Screening Cc1cccc(/C=N/NC(=O)C(C)Nc2cccc3ccccc23)n1 (stereo unspecified) returned GRIN3A LBD mod -3, SENP6 inh 88*, MPTP block 3.5, SENP7 inh -5, ATG4B inhibitor -8, HKDC1 inhibitor 0, PfGluPho inh 6 and SENP8 inh -20.
O=C(COc1ccc(Br)cc1)NCCO was read as GRIN3A LBD mod 1, SENP6 inh -8, MPTP block -1.5, SENP7 inh -4, ATG4B inhibitor -7, HKDC1 inhibitor -4, PfGluPho inh 0 and SENP8 inh 7.
`CCc1ccc(CN(C)C(=O)CCc2nnc(COc3ccccc3)o2)cc1` gave GRIN3A LBD mod -1, SENP6 inh -7, MPTP block 3.9, SENP7 inh 4, ATG4B inhibitor -8, HKDC1 inhibitor -3, PfGluPho inh 6 and SENP8 inh 14.
`O=C(NCCCn1ccnc1)c1cn(-c2ccccc2)nc1-c1ccc(F)cc1` gave GRIN3A LBD mod -1, SENP6 inh -15, MPTP block -0.1, SENP7 inh -3, ATG4B inhibitor -13, HKDC1 inhibitor -11, PfGluPho inh -1 and SENP8 inh 2.

From PubChem BioAssay
